# Screens: PubChem, several laboratories
# MsrA inhibitor = bovine MsrA inhibition; purified bovine MsrA, absorbance read-out; inhibition, % at 15.5 µM; 360,000 compounds, 0.75% hits; AID 651718; in the data active means inhibition above about 4.5%;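 further: 0% = vehicle wells with enzyme and 100% = reference inhibitor wells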
# NRP1-CendR mod = NRP-1/CendR interaction modulation | FAM-RPARPAR peptide binding to NRP-1, fluorescence polarization | inhibition, % at 25 µM | 360,000 compounds, 0.85% hits | AID 602438;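 active means inhibition or corrected inhibition above about 18%, plus a signal ratio from 0.5 to 1.5, limit read from the data, passing the limit was not always enough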; further: strong numbers were not always called active
# MT1-MMP act inh = blocks activation of human MT1-MMP | HT1080 RFP-PRO-GFP cells, GFP/RFP ratio fluorescence, overnight; percent of plate control window, DMSO zero | GFP/RFP ratio change, % at 20 µM | P50281 | 360,000 compounds, 0.061% hits;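 active means GFP/RFP ratio change of at least 30% with cell ATP level not reduced by more than half and red fluorescence within 50% of control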; further: strong numbers were not always called active
#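 Material: RFP-PRO-GFP reporter HT1080 cells. Dosing: single-point 20 µM compound, 1% DMSO. Controls: DMSO and RFP-L50D-GFP cell wells. Timing: cells overnight before dosing, compound overnight, 37 °C, 5% CO2. Measure: GFP/RFP fluorescence ratio.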
# SKN-1 inh = blocks SKN-1 activity in C. elegans; C. elegans VP596 Pgst-4::GFP/RFP ratio, acrylamide-induced, 24 h; inhibition, % at 21.8 µM; 360,000 compounds, 0.49% hits;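 active means interference check ratio from 0.5 to 1.5 plus GFP to RFP signal ratio inhibition reaching or exceeding a fixed threshold, cut at about 30% in these data, passing the limit was not always enough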; further: some compounds called inactive have numbers as strong as hits
# Neddylation inh = cullin neddylation inhibition | P61081+Q13564 | TR-FRET cullin neddylation, biochemical | calls only at 25 µM | 360,000 compounds, 0.58% hits | AID 651699; in the data active means inhibition above about 36%
# Target sequence (P61081 whole entry, looked up): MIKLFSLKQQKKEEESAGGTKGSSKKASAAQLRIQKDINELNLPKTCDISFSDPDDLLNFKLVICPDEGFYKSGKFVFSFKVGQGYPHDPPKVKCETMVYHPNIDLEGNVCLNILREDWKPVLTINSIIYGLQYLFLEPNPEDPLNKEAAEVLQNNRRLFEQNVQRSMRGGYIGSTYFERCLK
# Target sequence (Q13564 whole entry, looked up): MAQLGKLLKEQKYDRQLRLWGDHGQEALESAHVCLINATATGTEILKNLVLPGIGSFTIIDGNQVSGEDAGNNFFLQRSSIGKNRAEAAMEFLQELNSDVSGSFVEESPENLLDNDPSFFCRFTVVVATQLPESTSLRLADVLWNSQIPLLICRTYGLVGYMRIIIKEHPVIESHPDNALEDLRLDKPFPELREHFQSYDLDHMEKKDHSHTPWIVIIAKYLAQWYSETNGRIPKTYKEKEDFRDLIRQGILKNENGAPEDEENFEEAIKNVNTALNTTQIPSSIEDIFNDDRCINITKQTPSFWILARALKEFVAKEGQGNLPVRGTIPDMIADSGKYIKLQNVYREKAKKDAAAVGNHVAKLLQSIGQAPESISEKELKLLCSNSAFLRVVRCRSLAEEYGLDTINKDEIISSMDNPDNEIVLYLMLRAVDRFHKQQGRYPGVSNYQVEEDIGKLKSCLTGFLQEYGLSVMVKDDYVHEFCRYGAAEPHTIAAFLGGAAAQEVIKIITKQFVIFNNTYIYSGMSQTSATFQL
# eLon inh = E. coli protease La inhibition. P0A9M0. purified E. coli Lon protease, fluorescence polarization. inhibition, % at 7.94 µM. 360,000 compounds, 0.42% hits. AID 602123; in the data active means inhibition above about 13%, passing the limit was not always enough;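 further: 0% = enzyme with probe and DMSO and 100% = no enzyme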
# MsrA act = activates bovine MsrA enzyme | activation, % at 10.6 µM | 360,000 compounds, 0.3% hits | purified bovine MsrA, absorbance read-out | AID 602163; in the data active means activation above about 7.5%;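 further: 0% = vehicle and 100% = reference activator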
# FAS-TE inh = FAS thioesterase (human) inhibition; P49327; recombinant FAS-TE, OMFH fluorogenic substrate, fluorescence endpoint; inhibition, % at 15 µM; 360,000 compounds, 0.67% hits; AID 602261;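 active means compounds whose normalised, plate-corrected inhibition of enzyme fluorescence in the single-dose primary screen is 50% or more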;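 further: 0% = DMSO with enzyme and 100% = substrate without enzyme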
# Rin1-Abl PPI inh = human Rin1-Abl interaction inhibition; TR-FRET Rin1/Abl binding, biochemical; inhibition, % at 7.35 µM; 360,000 compounds, 0.4% hits; in the data active means inhibition above about 5%, passing the limit was not always enough
# Numbers without * were called inactive; i = inactive; . = not tested or not shown. No enrichment for hits; overall some 4.2% were active at least once.
SMILES,MsrA inhibitor,NRP1-CendR mod,MT1-MMP act inh,SKN-1 inh,Neddylation inh,eLon inh,MsrA act,FAS-TE inh,Rin1-Abl PPI inh
CCCN(C(=O)c1cc(-c2ccco2)nc2ccccc12)c1c(N)n(Cc2ccccc2)c(=O)[nH]c1=O,2.2,-19,2,-2,i,-10,-7,0,2
C/C(=N\NC(=S)NCc1ccccc1)c1ccc2ccccc2c1OC(F)F,2.5,24,-3,-14,i,6,-4,25,-2
CCOc1ccc(/C=N/n2c(-c3ccccc3)n[nH]c2=S)cc1,0.7,-11,2,-1,i,-6,2,4,3
O=C(C1CCN(Cc2nc(-c3ccc(Cl)cc3)no2)CC1)N1CCOCC1,0.1,0,4,-1,i,-9,-6,-3,2
CN(C)S(=O)(=O)c1ccc(C(=O)N2CCN(C(=O)C3CCCO3)CC2)cc1 (centres undefined),-0.7,1,-3,-11,i,-14,-2,-6,1
CCC(C)c1ccc(NC(=O)N2CCN(C(=O)C3CCCO3)CC2)cc1 (centres undefined),-0.6,-6,-1,-15,i,-3,-1,0,4
CCCCN(C(=O)c1cccc(-n2cnnn2)c1)c1c(N)n(CCCC)c(=O)[nH]c1=O,-0.4,-8,1,3,i,-9,-3,-6,1
O=C(NCC(c1cccs1)N1CCOCC1)c1ccccc1NS(=O)(=O)c1cc([N+](=O)[O-])ccc1Cl (centres undefined),1.0,13,-2,-6,i,-3,-3,29,-1
CCOC(=O)c1c(NC(=O)CN2C(=O)N(C)C3(CCCCC3)C2=O)sc(C(=O)N(C)C)c1C,0.2,0,1,-5,i,-5,-1,2,0
Cc1ccc(NC(=O)/C=C/c2ccc3c(c2)OCO3)cc1S(=O)(=O)N1CCOCC1,0.5,-2,-1,9,i,-7,-3,5,-4
O=C1Nc2ccccc2OC1CC(=O)N1CCCC1 (centres undefined),-1.1,4,-3,21,i,7,-3,-3,0
CCC(C(=O)NC1CCCC1)N(C(=O)Cn1nnc(-c2ccc(C)o2)n1)c1cccc(OC)c1 (centres undefined),-0.5,2,4,1,i,-9,-3,2,-2
CCOc1ccccc1NC(=O)c1ccc2c(O)c(S(=O)(=O)c3ccccc3)c(=O)[nH]c2c1,-0.5,-3,0,-1,i,-2,1,-5,-2
CCC(C)Cn1cnc2c(Sc3c([N+](=O)[O-])ncn3C)nc(N)nc21 (centres undefined),4.9*,4,.,-1,i,-6,-3,-2,3
COc1ccccc1CNC(=O)CSc1ccc(C)cc1,0.3,-2,4,2,i,-49,-7,-5,-1
O=S(=O)(c1cc(C(F)(F)F)ccc1Cl)N1CCCCCC1,-0.6,-6,5,7,i,3,-1,24,6
CCOC(=O)c1ccc(NC(=S)N(CCCN2CCCC2)Cc2cccs2)cc1,-0.9,6,-4,-15,i,8,-6,7,-6
O=C(CSc1nnnn1Cc1ccccc1)Nc1ccc2c(c1)OCO2,0.8,9,3,14,i,0,-4,4,-3
CCOc1ccc(OCc2cccc(C(=O)N3CCOCC3)c2)cc1,0.2,-8,1,10,i,4,0,2,0
O=C(NN=C1CCCCC1)c1cc(-c2ccccc2)n[nH]1,0.7,3,1,6,i,-4,-2,-10,-1

# Random excerpt: 2 records from the list
SMILES,MsrA inhibitor,NRP1-CendR mod,MT1-MMP act inh,SKN-1 inh,Neddylation inh,eLon inh,MsrA act,FAS-TE inh,Rin1-Abl PPI inh
O=C1Nc2ccccc2OC1CC(=O)N1CCCC1 (centres undefined),-1.1,4,-3,21,i,7,-3,-3,0
CCCCN(C(=O)c1cccc(-n2cnnn2)c1)c1c(N)n(CCCC)c(=O)[nH]c1=O,-0.4,-8,1,3,i,-9,-3,-6,1

# The listing continues.
SMILES,MsrA inhibitor,NRP1-CendR mod,MT1-MMP act inh,SKN-1 inh,Neddylation inh,eLon inh,MsrA act,FAS-TE inh,Rin1-Abl PPI inh
COCc1cc(=O)n2[nH]c(C)c(-c3ccccc3)c2n1,1.3,0,-1,-14,.,-9,-3,-5,-1
CC(=O)N1[C@H](Cc2ccccc2)C=C[C@]1(C)C(=O)NCc1ccccn1,-0.4,-5,1,14,i,3,0,-8,1
O=C(Cc1ccccc1)Oc1coc(CSc2ncccn2)cc1=O,-1.0,-1,15,-4,i,-2,-2,-4,1
CC1CN(C(=O)COC(=O)c2ccc(N(C)C)cc2)CC(C)O1 (centres undefined),1.5,-7,1,-7,i,-5,-4,-1,1
S=C(NCc1ccncc1)NC1CCCC1,1.2,2,0,6,i,2,-7,-5,0
CCCCNC(=O)C1(C)CCCCN1C(=O)c1cccc(OC(F)(F)F)c1 (centres undefined),2.4,-6,-6,18,i,-2,-5,-3,6
Cn1c(=O)[nH]c(=O)c2c1nc(NCc1ccco1)n2Cc1ccccc1Cl,-1.6,0,5,-10,i,4,-5,-3,13*
Cc1ccccc1CSCCNC(=O)COc1ccc(Cl)cc1,-1.9,-6,3,12,i,5,-3,26,-2
CC(=O)c1ccc(N2C(=NC(=O)COc3ccccc3)SC3CS(=O)(=O)CC32)cc1 (centres undefined),-1.2,4,-1,15,i,-5,0,-4,-1
COc1ccc(N(CC(=O)N2CCCC2)S(C)(=O)=O)cc1,-1.1,3,4,-8,i,0,-2,-2,2
Cc1ccc(C)c(-n2cc(CN3CCNC(=O)CC3)c(-c3ccccc3)n2)c1,1.5,-8,-4,6,i,2,-9,-3,5
CC1(C)NC(=O)N(CC(=O)OCc2cc(=O)n3cc(Br)ccc3n2)C1=O,-0.5,-5,-2,13,i,3,-1,-4,-2
Cc1oc(-c2cccs2)nc1CN1CCN(Cc2ccc(F)c(F)c2)C(CCO)C1 (centres undefined),0.5,0,-2,-9,i,1,-6,-1,-3
Cc1cc(C(=O)O)ccc1-n1c(C)cc(/C=C(/C#N)C(=O)Nc2ccccc2)c1C,2.8,1,0,8,i,6,-5,-10,-2
CCOC(=O)C1CCN(C(=O)Nc2cccc(OC)c2)CC1,0.3,-2,1,-7,i,7,-7,-5,0
NC(Cc1ccc(C(F)(F)F)cc1)c1csc(Nc2nccc(C(F)(F)F)n2)n1 (centres undefined),-1.2,3,4,8,i,0,-3,-28,5
COC(=O)[C@H](Cc1ccc(O)cc1)NCCCn1cnc(C(=O)Nc2ccc(C)c(C)c2)n1,-0.6,11,1,-12,i,0,-1,-9,1
CC1CN(C(=O)C(Sc2ccccc2)c2ccccc2)CC(C)O1 (centres undefined),-0.9,4,1,-5,i,-1,-2,-10,-3
CC1CCC2C(=O)N(c3cc(Cl)ccc3OC(=O)c3ccco3)C(=O)C2C1 (centres undefined),-0.8,1,0,18,i,-1,-3,5,-1
Nn1c(SCC(=O)N2CCOCC2)nnc1C1CC1,-0.1,-1,2,4,i,10,-8,-4,0
CCOc1ccc2nc(COC(=O)c3cccc([N+](=O)[O-])c3)c(C(C)=O)[n+]([O-])c2c1,1.0,0,0,-2,i,9,-3,17,0
CCC1(C)Cc2c(sc3nnn(CC(=O)Nc4cccc5ccccc45)c(=O)c23)CO1 (centres undefined),1.9,-10,7,-5,i,3,-13,-6,1
COc1cc2nc(COc3ccc(C#N)cc3)n(CC#N)c(=O)c2cc1OC,-0.2,1,0,1,i,4,5,-1,-2
Cc1cc(C)cc(NC(=O)CSc2nnc(Cc3cccn3C)n2-c2ccc(F)cc2)c1,-1.0,-14,2,4,i,-1,-1,2,-3
CC(C)COc1ccc(C(=S)N2CCCC2)cc1,-1.2,2,.,18,i,2,-4,11,0
COc1cc(C(CCN2CCCC2)c2c(OC)cc(OC)c3c(-c4ccccc4)cc(=O)oc23)cc(OC)c1OC (centres undefined),0.5,-7,2,12,i,-9,-5,-3,0
CCOC(=O)N1CCC(N2CCN(Cc3ccc(F)c(F)c3)C(CCO)C2)CC1 (centres undefined),0.9,3,0,-4,i,-2,-2,-8,3
O=C(CN1C(=O)NC2(CCCc3ccccc32)C1=O)c1ccc(F)c(F)c1 (centres undefined),-0.2,-2,0,3,i,1,2,8,-2
O=C1/C(=C\c2ccncc2)CCc2ccccc21,0.9,-12,3,-3,i,-6,0,-3,0
Cc1ccccc1CC1(CO)CCCN(C(=O)CCCN2CCCCC2=O)C1 (centres undefined),1.0,2,-1,-4,i,3,-17,-2,5
Cc1cccc(Cn2c(C(=O)OC(C)C)cc3c2ccn3C)c1,0.3,-10,-5,26,i,6,-2,22,0
O=C(NCc1ccc(C(F)(F)F)cc1)C1CC(c2ccc(C(F)(F)F)cc2)=NO1 (centres undefined),0.9,21,1,-7,i,-1,-3,17,0
CC1=CC(=C(C#N)C#N)C=C(C)N1CCN1CCN(C(=O)Nc2cccc(Cl)c2)CC1,5.0*,-2,2,7,i,-10,-3,6,-11
COc1ccc(CCNC(=O)CC2SC(=Nc3cc(C)cc(C)c3)NC2=O)cc1OC (centres undefined),1.3,10,-4,-3,i,-2,-4,-6,-1
COc1ccc(CNn2cnnc2)c(O)c1,-0.8,9,0,-2,i,3,-1,-5,0
COc1ccc(CN2C(=O)c3cccnc3C2Nc2cc(Cl)c(OC)cc2OC)cc1 (centres undefined),-0.1,-1,-4,13,i,-11,-4,-1,-1
Cc1ccc([C@@H]2CC=C(C(=O)O)[C@H](c3cccc(Cl)c3)N2S(=O)(=O)c2ccccc2C)cc1,-0.8,-14,-2,-17,i,-6,-6,9,-1
O=c1oc2ccccc2n1CCCCCn1c(=O)oc2ccccc21,0.2,1,2,13,i,-11,-8,8,4.8*
COc1cccc(C(NC(C)=O)c2nc(-c3cccs3)cs2)c1 (centres undefined),0.9,-3,-2,18,i,-4,-3,0,1
O=C(Nc1ccc(C(F)(F)F)cc1)C1CCN(S(=O)(=O)c2ccc(N3CCCC3=O)cc2)CC1,-0.9,12,-6,6,i,6,0,7,0
Cc1ccc2c(=O)n3c(nc2c1)C(C)NC(=O)c1cccnc1-3 (centres undefined),-0.1,4,-3,-6,i,6,-1,-8,5
COc1cccc(/C=N/NC(=O)C(C)n2nnc3ccccc32)c1 (centres undefined),-0.2,14,3,-1,i,-7,-1,-8,-3
Cc1noc(C)c1COC(=O)c1cc(=O)[nH]c2ccccc12,1.0,-6,3,-15,i,-3,-5,0,1
Cc1ccc(CN2CCN(Cc3cccn3-c3ccc(Cl)cn3)CC2CCO)o1 (centres undefined),-0.9,-8,2,-6,i,-4,-2,-2,-3
CCOC(=O)N1CCN(c2ccc(C(=O)c3ccccc3)cc2F)CC1,1.2,12,3,1,i,-7,-6,1,0
N#CCCN1CCCN(CCC#N)CCN(CCC#N)CCCN(CCC#N)CC1,-0.6,-12,-1,-10,i,0,-1,-2,2
O=C(/C=C/c1c(Cl)cccc1Cl)N1CCOCC1,-0.3,-8,8,-2,i,-3,-12,-5,1
NC(=O)C1CCCN(C(=S)Nc2ccccc2)C1 (centres undefined),-1.3,11,-3,5,i,-15,0,-6,2
O=C(OCc1nnc(-c2ccc(Br)cc2)o1)c1cncc(Br)c1,1.5,-1,-3,8,i,-2,-4,3,2
COC(=O)c1c(C)oc2ccc(OC(=O)c3cccs3)cc12,-0.7,10,1,12,i,3,0,18,-2
CCN(Cc1ccncc1)Cc1cn[nH]c1-c1cc(OC)c(OC)c(OC)c1,-0.3,3,3,-4,i,5,-3,-8,0

# Taken from above.
# Rin1-Abl PPI inh, O=C(NCc1ccc(C(F)(F)F)cc1)C1CC(c2ccc(C(F)(F)F)cc2)=NO1 (centres undefined) stands at 0
# MsrA inhibitor, N#CCCN1CCCN(CCC#N)CCN(CCC#N)CCCN(CCC#N)CC1 stands at -0.6

# Only MT1-MMP act inh, for some of the entries so far:
Structure	MT1-MMP act inh
Cc1noc(C)c1COC(=O)c1cc(=O)[nH]c2ccccc12	3
Cc1ccc(CN2CCN(Cc3cccn3-c3ccc(Cl)cn3)CC2CCO)o1 (centres undefined)	2
CCOC(=O)N1CCN(c2ccc(C(=O)c3ccccc3)cc2F)CC1	3
N#CCCN1CCCN(CCC#N)CCN(CCC#N)CCCN(CCC#N)CC1	-1
